FLuc counter = counter-screen for miR-21 project: firefly luciferase inhibitors or activators; Potency, µM (top dose mostly 57.5 µM), for inactives: at the top dose activity change, negative = inhibition, hits mostly inhibitors; P08659; AID 588342; 360,000 tested, 6.9% active; purified FLuc, Km substrates, luminescence inhibition;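 further: plate controls were vehicle for no effect and reference inhibitor for full effect; nearly all actives have a fitted effect of over 55% in size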
Target sequence (P08659 whole entry, looked up): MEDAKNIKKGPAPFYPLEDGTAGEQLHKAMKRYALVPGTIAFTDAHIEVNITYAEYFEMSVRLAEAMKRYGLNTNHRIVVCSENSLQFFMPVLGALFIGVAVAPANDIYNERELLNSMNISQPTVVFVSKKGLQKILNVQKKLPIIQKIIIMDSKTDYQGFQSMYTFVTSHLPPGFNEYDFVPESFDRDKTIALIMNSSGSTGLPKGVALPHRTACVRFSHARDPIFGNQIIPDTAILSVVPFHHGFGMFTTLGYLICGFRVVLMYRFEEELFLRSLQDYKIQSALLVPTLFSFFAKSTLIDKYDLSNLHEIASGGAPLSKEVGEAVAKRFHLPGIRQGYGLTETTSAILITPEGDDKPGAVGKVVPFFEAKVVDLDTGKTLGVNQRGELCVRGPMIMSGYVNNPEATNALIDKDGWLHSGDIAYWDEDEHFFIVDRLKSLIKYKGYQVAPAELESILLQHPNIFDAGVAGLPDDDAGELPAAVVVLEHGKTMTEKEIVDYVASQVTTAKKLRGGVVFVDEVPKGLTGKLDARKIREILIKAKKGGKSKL
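Purified P. pyralis luciferase (10nM final) with 10uM D-luciferin and 10uM ATP (Km levels) in 50mM Tris acetate pH 7.5, 10mM Mg acetate, 0.01% Tween-20, 0.05% BSA; qHTS 6-point titration, ~60 µM downward; luminescence read.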
BRCA1 expr up = increases BRCA1 expression; 380,000 tested, 1.1% active; Potency, µM (highest dose often 46.1 µM), without a hit: at the highest dose activation, actives largely listed as activators; MCF7-BRCA1-FFLuc reporter, luminescence, 48 h; response scale: scaled: vehicle 0%, 10 µM genistein 100%; further: nearly all actives have a fitted effect of over 80% in size; some results filed as inactive show a strong effect at the top dose
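MCF7-BRCA1-FFLuc, 2000 cells/well; 2 h attach, 37 °C/5% CO2; compound 48 h; luciferase substrate 15 min; luminescence end-point. Norm. to genistein 10 microM max activation and DMSO; concentration-response curves fitted.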
MBNL1-CUG inh = blocks human MBNL1 binding to CUG repeat RNA. TR-FRET MBNL1-His/biotin-(CUG)12 binding, 665/545 ratio. Potency, µM (titrated, usually from 57.5 µM), for inactives: at the highest dose activity change, negative = inhibition, usual class: inhibitors. 280,000 tested, 0.036% active. AID 2675; active means well fitted inhibition curve with a large enough effect in the signal ratio, with a control signal flat, not every such curve was filed as active; inconclusive means small, poorly fitted or top-dose-only effect, or effect the other way, or a change in a side signal; inactive means no such curve, though single readings can be large or run the other way; the % refers to the signal ratio; further: on the % scale 0 is the no-effect control and ±100 the full control effect
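Ratiometric TR-FRET (665 over 545 nm, excitation 340 nm) tracks disruption of MBNL1-His/biotin-(CUG)12 complex after 60 min at room temperature, with compounds at 92 nM to 58 uM final.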
CXXC DNA block = blocks binding of human MLL CXXC domain to DNA; Q03164; MLL-CXXC / FITC-HOXA9 DNA fluorescence polarization; Potency, µM (top dose mostly 115 µM), inactives show at the highest dose activity change, negative = inhibition, usual class: inhibitors; 290,000 tested, 0.037% active; active means well fitted inhibition curve with a large enough effect in the polarisation, with a control signal flat, not every such curve was filed as active; inconclusive means small, poorly fitted or top-dose-only effect, or effect the other way, or a change in a side signal; inactive means no such curve, though single readings can be large or run the other way; the % refers to the polarisation
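Purified MLL-CXXC (added from a 7 uM solution) was preincubated 5 min at ambient with pinned compounds in 50 mM Tris-HCl pH 7.5, 50 mM NaCl, 1 mM DTT, 0.05% BSA. Fluorescein-labeled HOX-A9 DNA (50 nM solution) followed, 30 min, then polarization read.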
p53 reactivation = restores transcriptional activity of mutant p53 | AID 504706 | Potency, µM (top dose mostly 92.2 µM), for the others: at the top dose activity change, positive = activation, actives largely listed as activators | 320,000 tested, 0.063% active | H1299 p53-A138V BP100-luciferase reporter, luminescence, 24 h; further: % of control where 0% means no effect; nearly all actives have a fitted effect of over 45% in size
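p53-null H1299 cells stably carrying temperature-sensitive p53-A138V and a BP100-luciferase reporter were pinned with compounds (4-point, 1:5 series) and held 24 hrs at 37 deg C. Luminescence was read 10 min after detection reagent.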
uPA surface inh = blocks generation of uPA at the cell surface. Potency, µM (titrated, usually from 38.3 µM), for the others: at the top dose activity change, negative = inhibition, usual class: inhibitors. AID 540303. 330,000 tested, 0.31% active. cell surface uPA generation assay, qHTS; active means well fitted inhibition curve with a large enough effect; inconclusive means small, poorly fitted or top-dose-only effect; inactive means no such curve, though single readings can be large or run the other way; tested in mouse RAW 264.7 cells; further: on the % scale 0 is the no-effect control and ±100 the full control effect; nearly all actives have a fitted effect of over 55% in size
RORgamma inh = inhibitors of mouse ROR gamma transcriptional activity; P51450; Drosophila S2 Gal4-RORgamma UAS-luciferase reporter, 20 h; Potency, µM (highest dose often 53.6 µM), without a hit: at the top dose activity change, negative = inhibition, actives largely listed as inhibitors; 310,000 tested, 5.4% active; AID 2551; further: on the % scale 0 is the no-effect control and ±100 the full control effect; nearly all actives have a fitted effect of over 60% in size
Target sequence (P51450 whole entry, looked up, the tested form may be a part): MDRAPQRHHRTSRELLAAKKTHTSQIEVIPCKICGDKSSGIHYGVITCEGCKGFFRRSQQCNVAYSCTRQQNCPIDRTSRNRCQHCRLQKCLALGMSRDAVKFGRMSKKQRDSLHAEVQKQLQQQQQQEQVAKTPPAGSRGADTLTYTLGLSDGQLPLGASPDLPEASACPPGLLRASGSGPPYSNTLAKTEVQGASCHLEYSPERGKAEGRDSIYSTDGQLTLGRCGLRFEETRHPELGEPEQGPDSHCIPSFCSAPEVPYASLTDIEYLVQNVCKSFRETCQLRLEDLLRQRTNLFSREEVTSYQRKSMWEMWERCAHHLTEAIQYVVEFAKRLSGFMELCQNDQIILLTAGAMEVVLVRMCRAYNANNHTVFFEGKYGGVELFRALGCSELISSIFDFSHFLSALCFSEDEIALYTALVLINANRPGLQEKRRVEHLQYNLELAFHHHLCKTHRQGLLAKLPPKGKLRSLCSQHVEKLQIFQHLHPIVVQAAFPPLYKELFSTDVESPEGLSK
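Stable Schneider cell line, Gal4 DNA-binding domain fused to ROR gamma, UAS-luciferase. Cmpd 1 hr RT → CuSO4 700 uM final → 20 hr RT → luciferase reagent 10 min → luminescence.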
NPC1 promoter act = activators of NPC1 promoter | Potency, µM (titrated, usually from 9.22 µM), inactives show at the highest dose activation, most hits filed as activators | 320,000 tested, 2.4% active | Huh7 NPC1 promoter luciferase reporter, 24 h | AID 485313;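 further: % of control where 0% means no effect; nearly all actives have a fitted effect of over 60% in size; reporter is driven by a mutant NPC1 promoter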
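Luciferase expression driven by the NPC1 promoter was measured in stably transfected Huh7 cells after a 24 h compound incubation, using a luciferase reagent and a luminescence read.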
Gal4-VP16 FLuc = inhibits Gal4-VP16 luciferase reporter, ROR gamma counter-screen; Drosophila S2 Gal4-VP16 UAS-luciferase, luminescence, 20 h; Potency, µM (doses to about 53.6 µM), for the others: at the top dose activity, negative = inhibition, most hits filed as inhibitors; 310,000 tested, 3.5% active;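 further: Gal4-VP16 expression switched on by copper sulfate through the metallothionein promoter; on the % scale 0 is the no-effect control and ±100 the full control effect; nearly all actives have a fitted effect of over 50% in size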
Rab9 promoter act = activators of Rab9 promoter; Huh7 Rab9 promoter-luciferase reporter, luminescence, 24 h; Potency, µM (titrated, usually from 9.22 µM), for inactives: top-dose activation, negative = inhibition, usual class: activators; 320,000 tested, 2.8% active; further: % of control where 0% means no effect; nearly all actives have a fitted effect of over 60% in size
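Cell-based reporter: Huh7 stable for Rab9 promoter-driven luciferase, plated in reduced-serum medium with 10% FBS at 1500 cells/well, compound-treated 24 h at 37 °C, luminescence read after 10 min reagent.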
ELG1 genotox = induces genotoxicity in HEK293T cells with luciferase-tagged ELG1; HEK293T ELG1-luciferase reporter, luminescence, 16 h; Potency, µM (top dose mostly 46 µM), inactives show at the highest dose activity change, positive = activation, most hits filed as activators; 330,000 tested, 1.3% active; AID 504466; further: % of control where 0% means no effect; nearly all actives have a fitted effect of over 60% in size
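After overnight (16 hr) compound treatment at 37 °C, ELG1-luciferase HEK293T cells were lysed with ONE-Glo; luminescence quantified 30 min later at room temperature.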
Active calls of the source: *; ? = inconclusive; . = not tested or not shown; [ ] = remark or other dose. Unless noted, the call rests on the fitted dose curve; in most records, active means well fitted curve in the direction sought with a large enough effect; inconclusive means small, poorly fitted or top-dose-only effect, or another doubt; inactive means no such curve, though single readings can be large; an effect the other way counts as inactive or inconclusive. Potency means the concentration at half of the fitted maximal effect.

molecule	ELG1 genotox	BRCA1 expr up	NPC1 promoter act	MBNL1-CUG inh	Rab9 promoter act	p53 reactivation	FLuc counter	uPA surface inh	RORgamma inh	CXXC DNA block	Gal4-VP16 FLuc
N/C(=N\OC(=O)c1ccc(F)cc1)c1ccc(Br)cc1	?	30%	?	-5%	?	24%	2.7µM*	0%	-31%	7%	6%
COc1cc(C(=O)NCc2nc(C)cs2)ccc1OC1CCN(C(C)=O)CC1	7%	11%	-4%	0%	-4%	4%	-1%	4%	-2%	-2%	1%
O=C(COC(=O)c1cccs1)NCc1cccs1	0%	-14%	-3%	-1%	-13%	13%	-19%	-1%	-3%	2%	29%
Cc1cc(C)c(S(=O)(=O)N2CCOCC2)cc1C	5%	0%	0%	3%	1%	-3%	1%	3%	-17%	13%	-3%
Cc1ccc(S(=O)(=O)N(c2ccc(Br)cc2)C2C=CS(=O)(=O)C2)cc1 (stereo not drawn)	0%	-22%	-1%	-3%	-1%	-1%	-1%	-5%	-9%	2%	14%
COCCNC(=O)c1cccc(OC2CCN(Cc3ccc(Cl)c(F)c3)CC2)c1	-8%	-22%	-4%	-5%	-8%	.	0%	-2%	15%	-7%	1%
CC(C)c1ccc(C(O)Cc2nc3ccccc3n2C)cc1 (stereo not drawn)	?	?	?	-3%	4µM*	?	9.5µM*	-3%	-5%	-1%	-9%
COc1ccc(CN(C)C(=S)Nc2ccc(OC(F)F)cc2)cc1	-7%	-2%	-5%	-13%	3%	-4%	-5%	3%	?	16%	?
COCCNC(=O)COc1ncnc2scc(-c3ccc(F)cc3)c12	1%	-6%	-3%	4%	-3%	-1%	1%	3%	10%	7%	8%
Cc1ccc(N(C=NC#N)CC(=O)N2CCN(c3ccccc3)CC2)cc1	-5%	-5%	8%	-3%	9%	-7%	3%	-1%	-4%	-7%	1%
O=C(CCNS(=O)(=O)c1ccc(Cl)cc1)OCC(=O)N1CCN(C(=O)c2ccco2)CC1	-1%	-13%	-1%	.	-10%	-1%	0%	-15%	.	.	.
Cc1ccc(-c2csc3ncn(CC(=O)N4CCOCC4)c(=O)c23)cc1C	7%	0%	-1%	-13%	0%	-4%	0%	-1%	20%	8%	-3%
N=c1ccn(CC(=O)c2ccc(-c3ccccc3)cc2)cc1	-10%	-58%	-43%[inhibitor]	17%	-54%[inhibitor]	-3%	-1%	?	?	-1%	?
COc1ccc(-c2cc(CC3(C(=O)O)CCN(C(=O)OC(C)(C)C)CC3)on2)c(OC)c1	3%	5%	-2%	-6%	1%	.	-18%	-1%	-1%	4%	-2%
COC(=O)CN1C(=O)[C@H]2[C@@H](/C=C/c3ccccc3)N3C(=O)CN(Cc4ccccc4)C(=O)[C@@]3(C)[C@H]2C1=O	6%	-1%	-4%	1%	-3%	.	0%	8%	4%	-3%	-8%
Cc1ccccc1OCC(=O)Nc1ccc(C(N)=O)cc1	15%	13%	0%	2%	-4%	-1%	1%	2%	5%	2%	7%
CCN(CC)S(=O)(=O)c1ccc(/C=C/C(=O)OCC(=O)Nc2ccc(S(N)(=O)=O)cc2)cc1	3%	21%	-2%	-11%	-3%	11%	-4%	4%	-17%	3%	-4%
CCCC(CCC)C(=O)Nc1cccc(C(=O)O)c1	0%	3%	-2%	-5%	-2%	15%	1%	.	-12%	13%	-6%
COc1ccc(C2C3=C(CCCC3=O)Nc3nc(C(F)(F)F)nn32)cc1OC (stereo not drawn)	2%	-2%	15%	-5%	-8%	-15%	8%	-6%	4.5µM*	-3%	-12%
CCOc1ccccc1N1CCN(C(=O)c2ccc(Cl)c(S(=O)(=O)N3CCCCC3)c2)CC1	-6%	-60%	-6%	.	-12%	1%	4%	9%	.	.	.
Cc1ccc(OCC(=O)NCC(=O)Nc2ccc(F)cc2)c([N+](=O)[O-])n1	-3%	2%	-4%	.	1%	-2%	6%	2%	10%	12%	1%
O=C(CCC(=O)c1ccc(-c2ccccc2)cc1)Nc1cccnc1	-1%	30%	17%	-8%	16%	0%	-20%	7%	19%	11%	5%
O=C(CCN1CCN(c2ccc(F)cc2)CC1)Nc1ccccc1F	0%	-10%	0%	9%	2%	-10%	2%	-1%	31%	-4%	6%
Cc1cc(NC(=O)COc2coc(CN3CCN(c4ccccc4F)CC3)cc2=O)no1	-1%	0%	-6%	.	2%	2%	2%	4%	.	.	.
COc1ccc(CNC(=O)c2nnn(-c3cccc(C(F)(F)F)c3)c2N)cc1	0%	14%	-4%	2%	-2%	-2%	-7%	4%	?	1%	-8%
Cc1ccccc1NC(=O)CCc1c(C)nn(-c2ccc(N3CCOCC3)nn2)c1C	0%	7%	-2%	-3%	1%	6%	0%	-8%	-9%	12%	3%
Cc1cc2cc(C(c3nnnn3Cc3ccco3)N3CCc4ccccc4C3)c(=O)[nH]c2cc1C (stereo not drawn)	-2%	-55%	2%	?	4%	0%	?	-10%	-9%	-2%	-2%
N#Cc1ccccc1COc1cccc2c1CCCC2O (stereo not drawn)	-1%	-24%	-1%	-4%	-3%[1.84 µM]	-7%	0%	0%	0%	?	1%
NS(=O)(=O)c1cccc(NC(=O)CSc2nnc(-c3ccccc3F)n2C2CC2)c1	-3%	-9%	0%	-2%	-5%	4%	-1%	4%	18%	-1%	-7%
O=[N+]([O-])c1cc(Br)c(O)c(C=Nc2ccc(N3CCOCC3)cc2)c1	-9%	6%	10%	?	0%	-4%	?	-3%	-3%	-4%	-5%
COc1ccc(-n2nnnc2CNC(=O)C(=O)c2c(C)[nH]c3ccccc23)cc1	0%	-14%	-5%	.	-2%	-5%	4%	-1%	.	.	.
O=C(Cc1ccccc1)N/N=C/c1cccc([N+](=O)[O-])c1	-2%	12%	-1%	?	2%	2%	-1%	-2%	25%	-3%	22%
Cc1nc([N+](=O)[O-])c(Br)n1CC(=O)c1cccc([N+](=O)[O-])c1	10%	2%	-13%	?	-9%	-9%	4%	-17%	1%	11%	-7%
COc1ccc(CC(=O)Oc2ccccc2C)cc1	-3%	9%	7%	-4%	5%	9%	-19%	-2%	-5%	-3%	6%
COCCOC(=O)c1c(NC(=O)CN2c3ccccc3CC2C)sc(C(N)=O)c1C (stereo not drawn)	-6%	-28%	-3%	7%	-1%	-5%	-2%	2%	-12%	-2%	6%
CC1CC(C)CN(CC(=O)Nc2ccc3c(c2)OCCO3)C1 (stereo not drawn)	?	13µM*	?	1%	?	21%	15µM*	-3%	-12%	-6%	-8%
Cc1cc(/C=C(/C#N)C(=O)O)c(C)n1CCC(C)C	3%	5%	1%	-12%	-2%	8%	?	2%	-7%	8%	-18%
O=C(c1ccccc1)N1CCCC(C(=O)N2CCCCCC2)C1 (stereo not drawn)	-4%	-2%	-3%	-1%	9%	-5%	-3%	-6%	15%	-4%	-14%

5 compounds picked at random from those above:
molecule	ELG1 genotox	BRCA1 expr up	NPC1 promoter act	MBNL1-CUG inh	Rab9 promoter act	p53 reactivation	FLuc counter	uPA surface inh	RORgamma inh	CXXC DNA block	Gal4-VP16 FLuc
Cc1nc([N+](=O)[O-])c(Br)n1CC(=O)c1cccc([N+](=O)[O-])c1	10%	2%	-13%	?	-9%	-9%	4%	-17%	1%	11%	-7%
COCCOC(=O)c1c(NC(=O)CN2c3ccccc3CC2C)sc(C(N)=O)c1C (stereo not drawn)	-6%	-28%	-3%	7%	-1%	-5%	-2%	2%	-12%	-2%	6%
CC1CC(C)CN(CC(=O)Nc2ccc3c(c2)OCCO3)C1 (stereo not drawn)	?	13µM*	?	1%	?	21%	15µM*	-3%	-12%	-6%	-8%
O=C(c1ccccc1)N1CCCC(C(=O)N2CCCCCC2)C1 (stereo not drawn)	-4%	-2%	-3%	-1%	9%	-5%	-3%	-6%	15%	-4%	-14%
COc1ccc(CC(=O)Oc2ccccc2C)cc1	-3%	9%	7%	-4%	5%	9%	-19%	-2%	-5%	-3%	6%

Screening data: PubChem BioAssay, National Center for Advancing Translational Sciences (NCATS)

The list is partial. The share of hits here may be higher or lower than overall.
